LMPTP inh – LMPTP (human) inhibition. recombinant LMPTP-A, OMFP fluorogenic substrate, fluorescence intensity. inhibition, % at 20 µM. actives 0.22% (n = 360,000). AID 651560;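 active = compounds that cut the enzyme signal by at least half of the control window in the single-dose screen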;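 note: plate controls were DMSO wells with enzyme plus substrate for no effect and substrate without enzyme for full effect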
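Assay system: LMPTP-A phosphatase enzyme | Input: 0.625 nM enzyme | Also added: Fluorogenic phosphatase substrate OMFP at 400 µM final | Compound dosing: One test concentration per compound, 20 µM, with 3% DMSO overall | Schedule: 50 min enzyme reaction at room temperature, protected from light | Signal: Fluorescence intensity | Benchmarks: no-enzyme and uninhibited controls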
Scp1 inh – Scp-1 (human) phosphatase inhibition. Q9GZU7. Recombinant Scp1, phosphopeptide, malachite green phosphate absorbance. inhibition, % at 20 µM. actives 0.88% (n = 340,000). AID 493091;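 active = inhibition above about 50% at 20 µM, limit read from the data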;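 note: plate controls were DMSO wells with enzyme for no effect and wells lacking enzyme for full effect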
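Assay system: SCP-1 catalytic fragment, aa 76-261 | Buffer or medium: Tris acetate buffer pH 5.5 with MgCl2 and Tween-20 | Compound: One concentration, 20 µM, with 1.0% DMSO | Also added: Phospho 17-mer peptide substrate | Signal: Absorbance at 630 nm | Incubation: 45 min enzyme reaction at room temperature | Measure: % inhibition of SCP-1 phosphate liberation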
eLon inh – inhibits E. coli Lon protease | P0A9M0 | actives 0.42% (n = 360,000) | AID 602123 | purified E. coli Lon protease, fluorescence polarization | inhibition, % at 7.94 µM; in the data active = inhibition above about 13%, passing the limit was not always enough;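 note: 0% = enzyme with probe and DMSO and 100% = no enzyme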
MsrA inh – inhibits bovine methionine sulfoxide reductase A | inhibition, % at 15.5 µM | purified bovine MsrA, absorbance read-out | actives 0.75% (n = 360,000); in the data active = inhibition above about 4.5%;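 note: 0% = vehicle wells with enzyme and 100% = reference inhibitor wells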
STEP block – inhibitors of human striatal-enriched phosphatase STEP | P54829 | recombinant STEP, OMFP fluorogenic substrate, fluorescence | inhibition, % at 20 µM | actives 0.25% (n = 360,000);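 active = inhibition at 20 µM, scaled per plate between control wells, above about 37%, limit read from the data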;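 note: 0% = DMSO with enzyme and substrate and 100% = substrate only without enzyme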
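material = STEP tyrosine phosphatase | reagent = fluorogenic phosphatase substrate OMFP at 25 µM final | doses = single compound dose of 20 µM, 1% DMSO final | schedule = 20 min reaction, room temperature, in the dark | measured by = fluorescence, 480/540 nm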
bovine MsrA act – activators of bovine methionine sulfoxide reductase A; purified bovine MsrA, absorbance read-out; activation, % at 10.6 µM; actives 0.3% (n = 360,000); AID 602163; in the data active = activation above about 7.5%;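 note: 0% = vehicle and 100% = reference activator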
SUMO1-SIM PPI – alters human SUMO1 binding to SIM partners | P63165 | inhibition, % at 20 µM | SUMO1 binding to a labelled peptide, TR-FRET, 1 h | actives 0.33% (n = 360,000) | AID 602429; in the data active = inhibition above about 37%
Tb MetRS inh – Trypanosoma brucei MetRS inhibition. actives 0.4% (n = 360,000). inhibition, % at 11.9 µM. AID 624268. purified T. brucei MetRS, ATP depletion, Kinase-Glo luminescence;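 active = inhibition above a per-plate cutoff of the control wells' mean inhibition plus 3 SD, cut at about 5.5% in these data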;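 note: 0% = DMSO wells median and 100% = median of wells with control inhibitor compound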
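Material: T. brucei methionyl-tRNA synthetase, purified; reagent: substrates ATP, L-methionine and bulk Escherichia coli tRNA; dosing: 11.9 µM single point; timing: 15 min plus 2 h at 25 °C; detection: luminescence of leftover ATP; evaluation: % inhibition; control set: DMSO-only wells as low control; replicates: singlicate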
DNMT1 inh – inhibitors of human DNMT1; AID 588458; P26358; actives 0.83% (n = 360,000); DNMT1 molecular beacon, Hinp1I cleavage, fluorescence; inhibition (reported as % activation of signal), % at 10 µM; in the data active = inhibition above about 50%
Target sequence (P26358 504-1616 limits assumed): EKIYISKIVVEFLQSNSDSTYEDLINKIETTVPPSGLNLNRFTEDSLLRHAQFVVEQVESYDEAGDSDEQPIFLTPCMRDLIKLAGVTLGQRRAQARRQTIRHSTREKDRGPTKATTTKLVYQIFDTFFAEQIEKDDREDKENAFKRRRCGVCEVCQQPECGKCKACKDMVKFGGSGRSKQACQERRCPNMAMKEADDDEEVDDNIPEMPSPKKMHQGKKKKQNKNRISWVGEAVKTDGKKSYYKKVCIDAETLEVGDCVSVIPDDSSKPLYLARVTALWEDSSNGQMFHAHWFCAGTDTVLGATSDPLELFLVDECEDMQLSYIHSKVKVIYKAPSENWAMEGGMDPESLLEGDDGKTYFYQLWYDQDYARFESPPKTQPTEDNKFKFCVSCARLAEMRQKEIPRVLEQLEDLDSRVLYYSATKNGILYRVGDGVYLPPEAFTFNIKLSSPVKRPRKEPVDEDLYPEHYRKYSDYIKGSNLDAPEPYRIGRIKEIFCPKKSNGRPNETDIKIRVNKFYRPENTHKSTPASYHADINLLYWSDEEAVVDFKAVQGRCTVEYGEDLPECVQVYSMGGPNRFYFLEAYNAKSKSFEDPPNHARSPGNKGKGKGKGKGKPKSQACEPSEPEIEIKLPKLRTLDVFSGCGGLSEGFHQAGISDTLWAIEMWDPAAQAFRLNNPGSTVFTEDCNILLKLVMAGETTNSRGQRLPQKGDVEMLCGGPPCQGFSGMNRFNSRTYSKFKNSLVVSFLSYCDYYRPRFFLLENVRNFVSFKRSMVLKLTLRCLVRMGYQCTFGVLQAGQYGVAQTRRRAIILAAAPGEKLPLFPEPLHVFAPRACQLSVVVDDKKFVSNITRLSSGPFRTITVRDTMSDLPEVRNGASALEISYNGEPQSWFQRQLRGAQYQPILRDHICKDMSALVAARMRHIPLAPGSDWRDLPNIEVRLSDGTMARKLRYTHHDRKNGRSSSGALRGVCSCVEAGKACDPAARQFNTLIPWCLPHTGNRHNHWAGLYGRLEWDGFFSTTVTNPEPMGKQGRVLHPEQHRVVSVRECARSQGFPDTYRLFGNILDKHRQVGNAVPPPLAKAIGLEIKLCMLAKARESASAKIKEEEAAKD
CendR NRP1 mod – NRP-1/CendR interaction modulation; FAM-RPARPAR peptide binding to NRP-1, fluorescence polarization; O14786; AID 602438; actives 0.85% (n = 360,000); inhibition, % at 25 µM;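 active = inhibition or corrected inhibition above about 18%, plus a signal ratio from 0.5 to 1.5, limit read from the data, passing the limit was not always enough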; note: strong numbers were not always called active
Starred values were filed as active, the others as inactive; / = not tested or not shown.

SMILES	LMPTP inh	Scp1 inh	eLon inh	MsrA inh	STEP block	bovine MsrA act	SUMO1-SIM PPI	Tb MetRS inh	DNMT1 inh	CendR NRP1 mod
COc1ccc(CCC(=O)N2CCN(c3ccc(OC)cc3)CC2)cc1	-0.9	-2	1	-1.3	0	-2	-1	0.1	1	8
COc1ccc(NC(=O)CCNC(=O)N2CC(=O)Nc3ccccc32)cc1OC	0.7	/	-1	0.6	-2	-3	-3	-0.3	9	-2
CC1=C(C(=O)N(C)C)CC(CC(=O)NCC2CCCCC2)C(=O)N1Cc1ccc(F)cc1 (stereo not drawn)	-1.9	/	2	0.1	-3	0	-1	-0.1	5	15
CCOC(=O)CSc1nc(C)nc2c1sc1nc(C)c(C(C)=O)c(-c3ccc(OC)cc3)c12	2.9	-4	6	-0.3	3	-11	-1	-1.5	-6	0
Cc1ccccc1NC(=O)c1ccc2nccnc2c1	-0.4	-3	-3	-0.9	0	0	-17	0.0	-1	9
CC(=O)N1CCc2cc(S(=O)(=O)NC(CC(C)C)C(=O)N3CCCC3)ccc21 (stereo not drawn)	-1.2	-3	4	-1.4	-4	-3	5	-0.6	2	5
Cc1cccc2cc(C#N)c(NCCNC(=O)NC3CCCCC3)nc12	-0.5	-6	-20	0.0	-4	0	-5	-1.6	5	-6
CN(C)S(=O)(=O)N(CC(=O)N1CCOCC1)c1ccccc1	-1.2	0	-3	-0.1	-4	-3	-3	-0.5	6	3
COc1ccc(-n2nnnc2SCC(=O)Nc2nnc(C)s2)cc1	-1.6	-5	-8	2.7	-1	-2	1	0.2	0	1
COc1ccccc1N(CC(O)CN1C(C)CCCC1C)S(=O)(=O)c1ccccc1 (stereo not drawn)	2.0	-4	7	0.2	-1	-2	8	-0.1	2	2
Cc1ccc(S(=O)(=O)N2CCN(C(=O)C3CCCC3)CC2)cc1C	-0.9	-12	4	0.1	0	-10	-2	-2.0	3	7
CCN(CC)C(=O)CSc1nc2ccccc2c(=O)n1CCC(=O)N1CCN(c2ccccc2)CC1	-1.3	-6	-6	-0.1	-1	6	2	-0.1	1	-10
COc1ccc(NS(=O)(=O)c2cc(NC(=O)c3ccco3)ccc2N2CCCC2)cc1	-1.8	-10	12	0.8	-1	-3	-1	-0.7	1	-11
CCN(CC)S(=O)(=O)c1cccc(C(=O)OCC(=O)N2CC(=O)Nc3ccccc32)c1	-0.1	1	2	0.0	1	-4	1	0.0	6	2
CC(=O)Nc1ccc(S(=O)(=O)NCCC(=O)N2CCC(Cc3ccccc3)CC2)cc1	0.9	3	-24	0.0	-1	-11	-2	-0.1	-1	5
COc1cccc(C2=CC(c3ccc(OC)c(OC)c3OC)n3nnnc3N2)c1 (stereo not drawn)	-0.8	7	1	1.8	0	3	-5	0.1	0	2
Cc1cccc(CN2CCC(CNC(=O)CCNC(=O)Cn3ccc4ccccc4c3=O)CC2)c1	-0.6	-1	0	0.9	1	-3	1	0.1	4	3
S=c1[nH]nc(COc2ccc(Cl)cc2)n1-c1ccccc1	0.1	-5	-4	0.9	-1	0	6	0.5	-4	8
Cc1ccc2nc(Cl)c(C3CC(c4cccs4)=NN3C(=O)CCCC(=O)O)cc2c1 (stereo not drawn)	1.3	96*	-6	0.2	25	-2	-10	-0.2	0	3
O=C(C1=C(O)C(=O)N(Cc2ccco2)C1c1cccc(O)c1)c1ccco1 (stereo not drawn)	-0.1	-2	-5	2.1	4	-3	0	-0.1	81*	-4
Cc1ccc(C(=O)COC(=O)CNS(=O)(=O)c2ccc(C)cc2)cc1	0.5	-7	3	-1.2	0	-4	0	-0.3	0	11
CC(=O)c1ccc(N/N=C(/C(N)=O)C2=NC(C)(C)Cc3ccccc32)cc1	-0.9	-7	1	0.5	-1	-5	-5	0.5	-4	-2
COC(=O)[C@@H](CC(C)C)N(Cc1ccccc1)S(=O)(=O)N(Cc1ccccc1)[C@@H](CC(C)C)C(=O)OC	2.3	0	8	-0.1	3	-11	4	-0.7	11	-8
O=C(/C=C/c1cc(Br)ccc1O)c1ccco1	2.8	-7	-14	1.4	2	-6	5	0.1	10	-4
COc1cccc(C(=O)NCCCNC(=O)c2ccccn2)c1	-1.1	-5	1	-0.4	0	0	1	-0.1	2	13
COc1cccc(NC(=O)CSCc2n[nH]c(=O)[nH]2)c1	-1.3	-4	1	0.4	-2	-2	1	-0.5	-2	-10
COc1ccc(C2=Nn3c(nnc3-c3ccccc3Cl)SC2)cc1OC1CCCC1	4.9	-4	10	0.0	3	-4	11	-0.4	-8	3
O=C1NC[C@H](CCCCN2C[C@H](Cc3ccc(O)cc3)N(CC3CCCCC3)C(=O)C2=O)N(CCC2CCCCC2)C1=O	-0.5	/	-3	-0.1	/	-2	5	-0.6	/	-4
CCOC(=O)C1CCN(Cc2cc(=O)oc3cc(C)ccc23)CC1	-0.1	-10	1	-1.1	-2	-2	1	-0.9	2	0
COc1ccc(NC(=O)Nc2cccc(Cl)c2Cl)c(OC)n1	-1.5	1	-4	0.0	-1	0	-9	-0.2	0	-11
C=CCn1c(SCC(=O)c2ccc(OC)cc2)nnc1-c1cc2cccc(OC)c2o1	-0.8	-9	-3	-0.3	-2	-11	-6	-2.0	4	-9
CCN(C(=O)c1cc(S(=O)(=O)N2CCOCC2)cn1C)c1cccc(C)c1	-0.6	2	-9	0.9	3	-2	1	-0.9	2	0
c1coc(-c2nc(N=C3N=c4ccccc4=N3)[nH]c2-c2ccco2)c1	2.0	/	-11	2.0	-2	-4	-14	0.4	-6	-12
COc1cc(OC)cc(-c2cc3cc4c(cc3cn2)OCO4)c1	2.7	-2	0	/	0	-3	-5	0.0	-13	-1
CCc1ccc(NC(=O)C2C3C=CC(C4CC34)C2C(=O)O)cc1 (stereo not drawn)	-0.4	-10	-11	-0.5	6	0	7	-0.7	0	-7
CCCc1cc(=O)[nH]c(SCC(N)=O)n1	-1.5	-5	7	0.1	0	-1	-1	0.1	-1	-9
CC(C)Oc1ccc(S(=O)(=O)N2CCCCC2)cc1NC(=O)CN1CCCC1c1cccs1 (stereo not drawn)	4.6	1	-7	-0.2	4	-2	3	-0.2	-2	-6
COc1cc(C(=O)NCCN2CCOCC2)cc(OC)c1OC	-0.4	3	-6	-0.5	-3	-2	0	-0.1	2	6
COc1ccc2c(n1)Sc1nc3ccccc3nc1N2	1.5	-5	-184	2.7	-10	1	-23	-0.3	-9	143
O=C(NCC1COc2ccccc2O1)c1cc(S(=O)(=O)N2CCOCC2)ccc1F (stereo not drawn)	0.9	-5	1	-0.1	-1	-3	0	-0.3	1	-8
Cc1c(C(=O)NCCSCc2ccco2)cccc1[N+](=O)[O-]	-0.9	-5	5	-1.2	1	-3	-7	0.6	-2	-5
CC1CCCC(NC(=O)CN2CCN(S(=O)(=O)c3cccs3)CC2)C1C (stereo not drawn)	-0.2	-2	-3	0.8	1	-1	0	0.0	4	8
CC(=O)c1c(C)[nH]c(C(=O)Nc2nc(-c3ccc(Cl)cc3)cs2)c1C	0.5	-3	0	-1.2	2	-4	-3	-0.2	-8	4
O=C(C(=O)N(Cc1ccccc1)Cc1ccccc1)c1c(-c2ccccc2)[nH]c2ccccc12	3.5	-12	2	1.1	-2	-3	1	0.1	-14	-2
COc1ccc(NS(=O)(=O)c2cc(NC(=O)/C=C/c3ccccc3OC)ccc2N2CCCCC2)cc1	1.2	13	-5	-0.2	1	-9	0	-0.1	-1	-1
COC(=O)c1c(NC(=O)C(C)(C)C)sc2c1C(C(=O)OC)CC2 (stereo not drawn)	-1.2	-4	-5	-0.6	-2	-4	0	-0.7	0	0
O=C(CSc1nnc(-c2cccs2)o1)NCC1CN(Cc2ccccc2)CCO1 (stereo not drawn)	-1.1	-5	-3	0.5	0	-2	1	0.3	1	-20
O=C1[C@H](Cc2ccccc2)NCCCC[C@@H](c2ccc(Cl)cc2)N1Cc1ccccc1	4.5	2	-7	0.5	2	0	-5	0.3	0	5
COC(=O)c1cc(NS(=O)(=O)c2ccc(N3CCCCC3)c([N+](=O)[O-])c2)cc(C(=O)OC)c1	2.3	-4	5	-0.4	2	3	-9	-0.2	9	0
O=C(COC(=O)c1ccc(=O)[nH]c1)Nc1cccc(S(=O)(=O)N2CCOCC2)c1	0.3	-1	-10	-0.7	0	-2	4	-0.4	2	7

An excerpt from above in order of length of the SMILES, descending:
SMILES	LMPTP inh	Scp1 inh	eLon inh	MsrA inh	STEP block	bovine MsrA act	SUMO1-SIM PPI	Tb MetRS inh	DNMT1 inh	CendR NRP1 mod
COC(=O)c1cc(NS(=O)(=O)c2ccc(N3CCCCC3)c([N+](=O)[O-])c2)cc(C(=O)OC)c1	2.3	-4	5	-0.4	2	3	-9	-0.2	9	0
COc1ccc(NS(=O)(=O)c2cc(NC(=O)/C=C/c3ccccc3OC)ccc2N2CCCCC2)cc1	1.2	13	-5	-0.2	1	-9	0	-0.1	-1	-1
O=C1[C@H](Cc2ccccc2)NCCCC[C@@H](c2ccc(Cl)cc2)N1Cc1ccccc1	4.5	2	-7	0.5	2	0	-5	0.3	0	5
O=C(COC(=O)c1ccc(=O)[nH]c1)Nc1cccc(S(=O)(=O)N2CCOCC2)c1	0.3	-1	-10	-0.7	0	-2	4	-0.4	2	7
CC(=O)c1c(C)[nH]c(C(=O)Nc2nc(-c3ccc(Cl)cc3)cs2)c1C	0.5	-3	0	-1.2	2	-4	-3	-0.2	-8	4
O=C(NCC1COc2ccccc2O1)c1cc(S(=O)(=O)N2CCOCC2)ccc1F (stereo not drawn)	0.9	-5	1	-0.1	-1	-3	0	-0.3	1	-8
O=C(CSc1nnc(-c2cccs2)o1)NCC1CN(Cc2ccccc2)CCO1 (stereo not drawn)	-1.1	-5	-3	0.5	0	-2	1	0.3	1	-20
COC(=O)c1c(NC(=O)C(C)(C)C)sc2c1C(C(=O)OC)CC2 (stereo not drawn)	-1.2	-4	-5	-0.6	-2	-4	0	-0.7	0	0
Cc1c(C(=O)NCCSCc2ccco2)cccc1[N+](=O)[O-]	-0.9	-5	5	-1.2	1	-3	-7	0.6	-2	-5

Assay outcomes from PubChem BioAssay.

The order is random; overall some 4.3% were active at least once.
